Large T inhibition = SV40 large T antigen inhibitors, biochemical (AID 1903) | SV40 large T antigen ATPase/helicase inhibition assay; higher % means a stronger effect | inhibition, % at 20 µM; hits with a dose series show IC50 in µM | actives 0.39% (n = 310,000); in the data active means a potency from the dose series; further: strong numbers were not always called active
NS5 inhibitors = Dengue-2 NS5 methyltransferase inhibitors, primary screen, biochemical, confirmation dose response (AID 588689). Genome polyprotein (Dengue virus type 2 (strain 16681-PDK53)). Dengue-2 NS5 methyltransferase capping enzyme assay, biochemical; higher % means a stronger effect. one-dose inhibition, % at 25 µM; IC50 in µM for titrated hits. actives 0.3% (n = 340,000); in the data active means a potency from the dose series
GPR35 arrestin U2OS = GPR35 antagonists blocking zaprinast-driven arrestin recruitment, primary screen, imaging, U2OS, beta-arrestin-GFP, zaprinast agonist (AID 2058) | G-protein coupled receptor 35 (Homo sapiens) | U2OS GPR35 beta-arrestin-GFP translocation imaging, zaprinast antagonism; higher % means a stronger effect | inhibition, % at 10 µM, or IC50 in µM where a hit was titrated | actives 0.052% (n = 290,000);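 active means inhibition of at least 50% with at least 30 cells and total cytoplasm GFP at most 10,000,000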
Yfh1-off respiration = enhancers of respiration in Yfh1-depleted yeast, dose response, Friedreich's ataxia, plus single-dose screen (AID 1465); actives 0.074% (n = 220,000); S. cerevisiae Yfh1-off respiration, WST-1 reduction, 72 h; higher fold induction means a stronger effect; fold induction at 50 µM, or EC50 in µM where a hit was titrated;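 active means fold induction of absorbance versus untreated yeast above a set limit, then at least 30% activation at any dose in follow-up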;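 further: activators that raise dye reduction in frataxin-depleted yeast; strong numbers were not always called active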
GPR55 antagonists = GPR55 antagonists blocking LPI-driven arrestin recruitment, primary screen, imaging, U2OS, beta-arrestin-GFP, LPI agonist (AID 2013); U2OS GPR55 beta-arrestin-GFP translocation imaging, LPI antagonism; higher % means a stronger effect; inhibition, % at 10 µM, or IC50 in µM where a hit was titrated; actives 0.13% (n = 290,000);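 active means spots per cell inhibited over 60%, with over 100 cells counted and total cytoplasm intensity under 500,000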;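 further: U2OS cells stably carrying GPR55 and arrestin-GFP stimulated by 5 µM LPI near EC80; imaged beta-arrestin-GFP aggregate spots per cell after agonist stimulation; plate controls were LPI-stimulated DMSO wells for no effect and DMSO wells without LPI for full effect; some results filed as inactive read as strong as hits; confirmed hits need IC50 under 10 µM and bright autofluorescent wells are also inconclusive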
GPR55 beta-arrestin = GPR55 agonists via beta-arrestin recruitment, primary screen, imaging, U2OS cells, beta-arrestin-GFP redistribution (AID 1961); G-protein coupled receptor 55 (Homo sapiens); U2OS GPR55 beta-arrestin-GFP redistribution imaging; higher % means a stronger effect; activation, % at 10 µM, or EC50 in µM where a hit was titrated; actives 0.048% (n = 290,000);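 active means activation above 40% with more than 50 cells counted in the well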;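 further: U2OS osteosarcoma cells stably expressing GPR55 and beta-arrestin-GFP; plate controls were DMSO negative control for no effect and LPI positive control for full effect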
AID2073 = inhibitors of Mint1-CaV2.2 protein interaction, biochemical, HTRF (AID 2073); HTRF protein-protein interaction, Mint1-CaV2.2; higher % means a stronger effect; one-dose inhibition, % at 20 µM; IC50 in µM for titrated hits; Voltage-dependent N-type calcium channel subunit alpha-1B (Homo sapiens); actives 0.19% (n = 290,000); in the data active means inhibition mostly above about 51%, no sharp cut-off; further: some results filed as inactive read as strong as hits
NTR1 agonist = agonists of NTR1, primary screen, imaging, U2OS cells, beta-arrestin-GFP, high content (AID 493036). Neurotensin receptor type 1 (Homo sapiens), P30989. NTR1-U2OS beta-arrestin-GFP spot imaging, agonist mode. activation, % at 20 µM. actives 0.17% (n = 330,000);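 active means activation at or above 40% of the spot to cytoplasm intensity ratio, with at least 20 cells analyzed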;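 further: 0% = DMSO without peptide and 100% = 100 nM NTR1 peptide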
Target sequence (P30989 whole entry, looked up): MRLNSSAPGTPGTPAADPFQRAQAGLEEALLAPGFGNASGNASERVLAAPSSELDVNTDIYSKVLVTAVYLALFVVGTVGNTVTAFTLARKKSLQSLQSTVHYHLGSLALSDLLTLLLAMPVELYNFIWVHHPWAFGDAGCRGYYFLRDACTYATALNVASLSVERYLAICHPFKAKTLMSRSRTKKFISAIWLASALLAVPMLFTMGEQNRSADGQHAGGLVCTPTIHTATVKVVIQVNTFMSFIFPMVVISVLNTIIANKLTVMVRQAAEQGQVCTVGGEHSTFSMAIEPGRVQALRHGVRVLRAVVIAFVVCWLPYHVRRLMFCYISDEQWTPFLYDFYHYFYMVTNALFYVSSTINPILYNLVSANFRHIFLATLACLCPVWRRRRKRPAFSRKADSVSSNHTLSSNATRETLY
Rac1 GTP hydrolysis = MgcRacGAP GTPase-activating activity inhibitors, confirmation, biochemical, ADP Hunter fluorescence; actives 0.6% (n = 340,000); inhibition, % at 30 µM; hits with a dose series show IC50 in µM; Rac GTPase-activating protein 1 (Homo sapiens); MgcRacGAP-stimulated Rac1 GTP hydrolysis, ADP Hunter fluorescence; higher % means a stronger effect; GST-tagged Rac1 F28L mutant substrate;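 active means first-screen hits whose inhibition reached a set limit at any dose in the follow-up dose series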;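 further: fluorescence reports GDP produced by GAP-driven GTP hydrolysis; strong numbers were not always called active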
NTR1 agonist cell count 20 µM = also measured in NTR1 agonist; calls as there; cell count; measured here: cell count, cytotoxicity flag
NS5 inhibitors pilot replicate = second read-out of NS5 inhibitors, no call of its own (marks repeat the call); inhibition, %; measured here: pilot screen replicate inhibition
* = called active by the depositor; i = inactive; . = not tested or not shown.

SMILES | Large T inhibition | NS5 inhibitors | GPR35 arrestin U2OS | Yfh1-off respiration | GPR55 antagonists | GPR55 beta-arrestin | AID2073 | NTR1 agonist | NTR1 agonist cell count 20 µM | Rac1 GTP hydrolysis | others
CC(C)CC(NC(=O)OC(C)(C)C)C(=O)NC(C(=O)N1CCCC1C(N)=O)C(C)C (stereo unspecified) | 0% | 0% | 4% | i | -8% | -0.2% | -1% | -0.5 | 33 | 1%
Cc1cc(C)c(S(=O)(=O)NC2CC3CCC2C3)c(C)c1 (stereo unspecified) | 14% | -6% | -9% | . | 4% | 0.0% | 3% | 3.9 | 50 | 4%
CCOC(=O)c1nn(-c2ccc(C)c(C)c2)cc1O | 7% | -4% | 2% | i | 10% | 0.0% | 0% | 1.4 | 71 | -10%
CCOc1ccc(-c2nc(-c3cccnc3)no2)cc1 | 3% | -4% | 2% | i | 10% | -0.2% | 10% | 1.9 | 81 | -1%
CCn1c(=O)c2ccccc2n2c(SCC(=O)N3CCc4ccccc4C3)nnc12 | 0% | 0% | -7% | i | 13% | -0.2% | 11% | 1.1 | 51 | 14%
COc1ccc(C(=O)CSc2n[nH]c(-c3ccco3)n2)cc1 | 4% | 3% | -14% | i | -6% | -0.1% | -10% | 0.6 | 53 | 8% | NS5 inhibitors pilot replicate=-2.7
Cc1ccc(-n2c(SCC(=O)Nc3ccc(N4CCOCC4)cc3)nc3ccccc3c2=O)cc1 | -1% | 0% | 18% | i | 6% | -0.1% | 10% | 1.6 | 59 | 11%
COc1ccc(C(=O)Nc2cccc(N(C)S(C)(=O)=O)c2)cc1OC | 0% | -2% | 0% | i | 3% | -0.2% | -7% | -0.4 | 51 | 0%
Cc1cc(/C=C(\C#N)c2nnc(N3CCOCC3)n2-c2ccccc2)c(C)n1-c1ccccc1 | 0% | . | -12% | i | 3% | 0.4% | -1% | 0.0 | 75 | .
Cc1cccc(-n2nnc3c(=O)n(CC(=O)Nc4cc(C)on4)cnc32)c1 | 8% | -4% | -7% | i | 6% | -0.3% | 0% | 0.9 | 50 | 8%
S=c1[nH]nc(-c2cccs2)n1/N=C/c1c(Cl)cccc1Cl | 3% | 17% | -1% | i | -14% | -0.2% | 18% | 4.7 | 58 | 8%
O=S(=O)(Nc1ccncc1Cl)c1ccccc1 | 3% | -1% | 3% | i | 2% | -0.2% | -10% | -2.2 | 37 | 7%
C/C(=N\NC(=O)c1ccccc1)c1c(C)[nH]n(-c2ccccc2)c1=O | 9% | -3% | 3% | . | -8% | -0.1% | 7% | 0.2 | 60 | 10%
COc1ccc(CN=C(C)c2c(C(F)(F)F)[nH]n(-c3nc4ccccc4s3)c2=O)cc1 | 6% | -4% | -12% | i | -6% | -0.2% | 19% | 1.7 | 87 | 15%
N#Cc1ccccc1NC(=O)c1ccc2c(c1)OCO2 | 10% | . | 10% | . | -13% | -0.1% | 2% | 1.2 | 62 | 13%
N=C1C(c2ccccc2)=C(O)CN1CCCO | 1% | 2% | -7% | i | 10% | -0.2% | 0% | 1.9 | 81 | 1%
CCOC(=O)N/N=C(/C)c1ccc(N2C(=O)C3CCCCC3C2=O)cc1 (stereo unspecified) | 12% | -2% | 9% | i | 7% | -0.1% | 2% | 0.2 | 38 | 3%
Cc1ccc([C@@H]2[C@@H]3C(=O)N(C)C(=O)[C@@H]3[C@]3(C)C(=O)N(Cc4ccc(-c5ccccc5)cc4)CC(=O)N23)o1 | 13% | -3% | 1% | . | 3% | -0.2% | -1% | -0.2 | 97 | 4%
Cc1cc(C)c2c(n1)SCC(=O)N2CC(=O)Nc1ccc(F)cc1 | . | -3% | -10% | . | -10% | -0.3% | 0% | -0.2 | 46 | -2%
CN(Cc1ccccc1)C(=O)CCNS(=O)(=O)c1ccc2c(c1)oc(=O)n2C | -9% | -5% | -17% | i | 15% | -0.2% | 27% | -1.5 | 90 | 12%
Cn1nccc1NC(=O)CC1(CC(=O)O)CCCCC1 | 29% | . | -8% | i | 0% | 0.0% | 2% | -1.1 | 64 | .
CCCc1ccc(-c2ccc(-c3noc(-c4ccncc4)n3)cc2)nc1 | 11% | 4% | -10% | . | 2% | -0.1% | 16% | -0.6 | 55 | 12%
CCOC(=O)n1n[n+]([O-])c2ccccc21 | 9% | 0% | 9% | i | 5% | 0.0% | -2% | 1.9 | 47 | 0%
O=C(NNc1c2ccccc2nc2ccccc12)C12CC3CC(CC(C3)C1)C2 | 17% | 10% | -6% | i | -3% | 0.0% | -17% | 6.1 | 51 | 0%
COc1ccc(Cc2nc3ccc(C(=O)N(C)Cc4cc(C)[nH]n4)cc3o2)cc1OC | 8% | -6% | 13% | . | 5% | 0.3% | 14% | 0.1 | 62 | -7%

The closing two entries of the part before lead into the next:
SMILES | Large T inhibition | NS5 inhibitors | GPR35 arrestin U2OS | Yfh1-off respiration | GPR55 antagonists | GPR55 beta-arrestin | AID2073 | NTR1 agonist | NTR1 agonist cell count 20 µM | Rac1 GTP hydrolysis | others
O=C(NNc1c2ccccc2nc2ccccc12)C12CC3CC(CC(C3)C1)C2 | 17% | 10% | -6% | i | -3% | 0.0% | -17% | 6.1 | 51 | 0%
COc1ccc(Cc2nc3ccc(C(=O)N(C)Cc4cc(C)[nH]n4)cc3o2)cc1OC | 8% | -6% | 13% | . | 5% | 0.3% | 14% | 0.1 | 62 | -7%
Cc1ccc2c(C(=O)CN3CCN(C(=O)c4ccco4)CC3)c(C)[nH]c2c1 | 0% | . | 9% | i | 4% | -0.1% | 13% | 0.2 | 50 | .
Cc1cccc(C)c1N1CCN(S(=O)(=O)N(C)C)CC1 | 5% | 17% | 20% | i | 2% | -0.1% | 47% | 2.5 | 99 | 6%
NS(=O)(=O)c1cccc(NC(=O)CSc2nc3ccccc3c(=O)n2CCCN2CCOCC2)c1 | 21% | -7% | -5% | i | -6% | -0.3% | 3% | 0.2 | 48 | 8%
CCCn1c(-c2cccc(F)c2)nc2c1c(=O)[nH]c(=O)n2Cc1ccccc1 | 6% | -4% | 8% | . | -6% | -0.1% | 1% | -2.2 | 36 | 6%
Nc1cccc(C(=O)N/N=C/c2ccsc2)c1 | 9% | 0% | 3% | i | 3% | -0.4% | -3% | -0.3 | 80 | 4%
Cc1cc(C(=O)Nc2ccccc2C(=O)O)ccc1NC(=O)COc1cccc(C)c1C | -1% | -6% | 1% | . | 11% | -0.2% | 10% | 2.4 | 70 | 6%
CCOc1cc2[nH]c(=S)n(CCCOC)c(=O)c2cc1OCC | 1% | -3% | -4% | i | 11% | -0.2% | -46% | 3.3 | 68 | 7%
O=C(Nc1ncc(Cc2cccc(Cl)c2)s1)c1cccs1 | 1% | -5% | 8% | i | 5% | -0.1% | -7% | 11 | 62 | 3%
CNc1nc(-c2ccccc2)cc(C(F)(F)F)c1C#N | 7% | -7% | 10% | i | -9% | 0.0% | 37% | 1.2 | 57 | 7%
CCOC(=O)CCC(=O)Nc1ccc(S(=O)(=O)N2CCC(C)CC2)cc1 | 20% | -3% | -15% | i | -4% | -0.2% | 2% | 4.7 | 87 | 2% | NS5 inhibitors pilot replicate=3.0
COc1ccc(C)cc1Cn1nnc2ccccc21 | 6% | -1% | . | . | . | . | . | -5.5 | 100 | 3%
CN(C)S(=O)(=O)c1ccc(C(=O)Nc2ccccc2C(=O)O)cc1 | 20% | -3% | -8% | i | -8% | 0.3% | 5% | 0.8 | 56 | 4%
O=C(N1CCCCCC1)N1CCN(S(=O)(=O)N2CCOCC2)CC1 | 0% | -1% | -12% | i | 10% | -0.2% | 0% | -0.7 | 34 | -1%
Oc1ccc(Oc2ccc(Oc3ccc(O)cc3)cc2)cc1 | 11% | 1% | 5% | . | 13% | 0.0% | 7% | 4.1 | 51 | 31% | NS5 inhibitors pilot replicate=-3.0
Cc1cc2ccccc2n1CCNC(=O)C1CC1 | 8% | -3% | 1% | . | 6% | 0.0% | 8% | 0.3 | 102 | 9%
Cc1ccc(CNC(=O)CC(C)S(=O)(=O)c2ccc3c(c2)NC(=O)C(C)S3)cc1 (stereo unspecified) | 7% | -9% | 9% | . | -9% | -0.3% | -7% | 0.2 | 64 | 2%
O=C(COC(=O)C1CC(=O)N(Cc2ccccc2)C1)Nc1ccc(Cl)cc1F (stereo unspecified) | 6% | -1% | 5% | i | 5% | -0.4% | -4% | 0.1 | 40 | 2%
[N-]=[N+]=NC1c2ccccc2C(=O)N1Cc1ccccc1 (stereo unspecified) | 8% | 3% | -4% | . | 11% | 1.1% | 8% | 0.6 | 50 | 7%
Cn1ccsc1=NC(=O)c1ccc(=O)[nH]c1 | 12% | -6% | -8% | . | 12% | -0.1% | -4% | 0.0 | 57 | 8%
CCC(C)(C(=O)NC1CCCC1)N(C(=O)c1cnccn1)c1ccccc1 (stereo unspecified) | 0% | 0% | 7% | . | 8% | -0.2% | 9% | 6.3 | 41 | 10%
CCc1ccc(C2c3[nH]c4ccccc4c3CCN2C(=O)c2cc[n+]([O-])cc2)cc1 (stereo unspecified) | . | -6% | 5% | i | -3% | -0.1% | -12% | 0.2 | 40 | 3%
CCCOC(=O)C[N+](C)(C)CCOC1CC2CCC1(C)C2(C)C (stereo unspecified) | 6% | -8% | -13% | i | 5% | -0.3% | 11% | -0.3 | 53 | 4%
CCSc1nnc(NC(=O)CCNS(=O)(=O)c2cc(Br)cnc2N)s1 | 7% | -2% | -5% | i | -1% | -0.1% | 0% | -0.2 | 111 | 6%
COc1cccc(NC(=O)CCS(=O)(=O)c2cc3c(cc2Cl)NC(=O)CO3)c1 | 5% | -1% | 9% | . | 1% | 0.0% | 4% | 0.4 | 73 | 2%
CC(C)(C)NC(=O)c1ccccc1NC(=O)C1CCCO1 (stereo unspecified) | 4% | 6% | -11% | i | -6% | -0.1% | 6% | -0.5 | 74 | 3%
CCOC(=O)c1c(C)[nH]c(C)c1S(=O)(=O)NCc1ccccc1OCC | 10% | -7% | -6% | . | -5% | -0.1% | 0% | 0.5 | 72 | -5%
CCN1C2=NCCCN2c2ccccc21 | 4% | -3% | 6% | i | 19% | -0.2% | 16% | -1.1 | 63 | 6%
COc1cccc(CNC(=O)c2csc3c2CCCC3)c1 | 8% | -10% | 0% | . | 19% | 0.0% | 7% | -0.5 | 58 | 0%

Bioassay records (PubChem BioAssay)

Hits appear at their usual frequency; 1.7% or so of the library scored in one or more.
